Screening data deposited in PubChem by National Center for Advancing Translational Sciences (NCATS).
KB-V1 cytotox: kills drug-selected multidrug resistant KB-V1 cells | KB-V1 MDR cells viability, CellTiter-Glo, 72 h | Potency, µM (titrated, usually from 46.1 µM), for inactives: at the top dose activity change, negative = cytotoxicity, usual class: cytotoxic | 3.4% of 400,000 active; further: potency means the concentration at half of the fitted maximal effect; on the % scale 0 is the no-effect control and ±100 the full control effect; nearly all actives have a fitted effect of over 60% in size
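Compound-treated KB-V1 multidrug-resistant cells, 72 h, 37 degrees C; viability by CellTiter-Glo. Fitted qHTS curves give the values.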
KB-3-1 tox: kills parental KB-3-1 adenocarcinoma cells; KB-3-1 viability, CellTiter-Glo ATP luminescence, 72 h; Potency, µM (doses to about 46.1 µM), without a hit: at the highest dose activity change, negative = cytotoxic, usual class: cytotoxic; 1.4% of 400,000 active; further: potency means the concentration at half of the fitted maximal effect; on the % scale 0 is the no-effect control and ±100 the full control effect; nearly all actives have a fitted effect of over 60% in size
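Cells are dispensed, compounds pinned in, plates held at 37 °C for 72 h, then CellTiter-Glo is added and luminescence read after 10 minutes. Cell line: parental KB-3-1 in phenol-red-free DMEM, 10% FBS.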
IL1B secr inh: blocks inflammasome-driven IL-1 beta release | AID 743279 | 4.7% of 360,000 active | activity change, % at 57.5 µM | THP-1 LPS/ATP IL-1B secretion, AlphaLISA, 16 h; active compounds read low; in the data active means activity change below about -50%; inconclusive means mostly about -30% to -49%; further: on the % scale 0 is the no-effect control and ±100 the full control effect
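THP-1 cells pretreated 1 hr with compounds (up to 57.5 uM final), then stimulated with LPS (250 ng/mL final) plus ATP (1.25 mM final); secreted IL-1B measured by AlphaLISA after 16 hr, decreased signal indicating inhibition.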
HT1080 IDH1KD tx: kills HT-1080 cells with IDH1 knockdown; AID 686971; 2% of 360,000 active; Potency, µM (titrated, usually from 46.1 µM), for inactives: at the top dose activity, negative = toxicity, most hits filed as cytotoxic; HT-1080 IDH1 knockdown viability, ATP luminescence, 48 h;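 further: potency means the concentration at half of the fitted maximal effect; 0% = DMSO wells and -100% = cell-free medium wells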
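HT-1080-IDH1KD cells (IDH1 knocked down), 750/well in RPMI with 5% FBS, treated with compound 48 h at 37 degrees C. Viability by CellTiter-Glo luminescence, normalised to DMSO and no-cell wells; concentration-response curves classed.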
SW480 rerep: inducers of DNA re-replication in SW480 colon cancer cells; SW480 DNA re-replication, Hoechst DNA content imaging, 48 h; Potency, µM (series often up to 46.1 µM), without a hit: at the highest dose re-replication activation, actives largely listed as activators; 1.8% of 340,000 active; AID 624297; further: potency means the concentration at half of the fitted maximal effect; % of control where 0% means no effect; nearly all actives have a fitted effect of over 55% in size
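First, 250 cells per well were seeded. Next, compound or vehicle (23 nL) was pinned in, plates sat 48 hr at 37 C. Finally Hoechst was added for 40 min before fluorescence scanning.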
ATXN2 expr inh: inhibitors of ATXN2 expression | HEK-293 ATXN2-luciferase reporter, luminescence, 24 h | Potency, µM (series often up to 57 µM), for inactives: at the top dose activity change, negative = inhibition, usual class: inhibitors | AID 1745845 | 0.72% of 360,000 active; further: potency means the concentration at half of the fitted maximal effect; on the % scale 0 is the no-effect control and ±100 the full control effect; nearly all actives have a fitted effect of over 55% in size
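ATXN2-luciferase reporter cells (luciferase flanked by upstream and downstream ATXN2 gene portions) were treated 24 h at 37 °C with compounds at up to 57 uM. SteadyGlo luminescence gave expression; GF-AFC fluorescence gave viability.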
WRN inhibitor: blocks human WRN helicase | Q14191 | WRN helicase unwinding, fluorescent forked duplex, kinetic | Potency, µM (doses to about 114 µM), for the others: top-dose activity change, negative = inhibition, most hits filed as inhibitors | 0.46% of 360,000 active | AID 651768; further: potency means the concentration at half of the fitted maximal effect; on the % scale 0 is the no-effect control and ±100 the full control effect; nearly all actives have a fitted effect of over 55% in size
Target sequence (Q14191 whole entry, looked up): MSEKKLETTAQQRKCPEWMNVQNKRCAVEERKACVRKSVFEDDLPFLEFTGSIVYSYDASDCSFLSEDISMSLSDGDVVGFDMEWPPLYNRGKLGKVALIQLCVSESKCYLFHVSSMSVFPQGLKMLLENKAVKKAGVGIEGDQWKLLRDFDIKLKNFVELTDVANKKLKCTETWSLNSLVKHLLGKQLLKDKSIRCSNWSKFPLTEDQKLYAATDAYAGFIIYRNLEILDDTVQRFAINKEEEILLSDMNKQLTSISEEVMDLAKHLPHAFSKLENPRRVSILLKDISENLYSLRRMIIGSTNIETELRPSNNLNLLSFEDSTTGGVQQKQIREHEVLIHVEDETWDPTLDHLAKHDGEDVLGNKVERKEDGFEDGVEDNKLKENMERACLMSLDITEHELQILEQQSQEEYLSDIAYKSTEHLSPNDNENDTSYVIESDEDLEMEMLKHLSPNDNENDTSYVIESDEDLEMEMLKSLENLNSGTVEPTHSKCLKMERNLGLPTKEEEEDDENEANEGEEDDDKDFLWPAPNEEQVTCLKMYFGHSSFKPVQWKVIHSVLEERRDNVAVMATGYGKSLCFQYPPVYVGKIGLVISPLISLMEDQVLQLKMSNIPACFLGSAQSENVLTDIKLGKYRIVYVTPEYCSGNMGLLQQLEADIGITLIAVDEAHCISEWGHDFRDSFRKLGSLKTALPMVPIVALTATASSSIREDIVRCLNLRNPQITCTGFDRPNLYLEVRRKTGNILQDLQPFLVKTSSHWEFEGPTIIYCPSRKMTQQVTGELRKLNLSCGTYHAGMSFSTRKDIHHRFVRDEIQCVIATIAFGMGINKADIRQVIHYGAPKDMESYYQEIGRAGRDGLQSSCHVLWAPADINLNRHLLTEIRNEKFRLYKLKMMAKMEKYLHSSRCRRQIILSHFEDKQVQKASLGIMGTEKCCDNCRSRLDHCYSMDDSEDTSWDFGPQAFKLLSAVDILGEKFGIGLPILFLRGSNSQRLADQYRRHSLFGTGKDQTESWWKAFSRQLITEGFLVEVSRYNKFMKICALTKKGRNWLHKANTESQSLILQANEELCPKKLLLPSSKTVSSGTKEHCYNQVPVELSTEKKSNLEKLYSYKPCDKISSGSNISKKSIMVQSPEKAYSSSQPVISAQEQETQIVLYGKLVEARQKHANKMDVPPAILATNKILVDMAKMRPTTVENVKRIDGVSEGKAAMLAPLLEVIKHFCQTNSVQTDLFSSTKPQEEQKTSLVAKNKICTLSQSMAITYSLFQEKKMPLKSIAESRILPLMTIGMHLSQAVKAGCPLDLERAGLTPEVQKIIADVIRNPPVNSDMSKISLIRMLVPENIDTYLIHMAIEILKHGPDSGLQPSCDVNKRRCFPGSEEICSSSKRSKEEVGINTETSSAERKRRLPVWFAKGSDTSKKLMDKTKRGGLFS
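Primary qHTS, 1536-well format. 20 nM WRN + compound, 15 min RT; start with 100 nM forked fluorophore/quencher duplex, 2 mM ATP (final); kinetic read ex 525/em 598 nm.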
HT1080-NT tox: kills 2HG-producing HT-1080-NT fibrosarcoma cells; HT-1080-NT fibrosarcoma viability, CellTiter-Glo ATP luminescence, 48 h; 1.6% of 360,000 active; Potency, µM (top dose mostly 46.1 µM), without a hit: top-dose activity, negative = less viability, most hits filed as cytotoxic;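 further: NT is the 2HG producing partner of a matched IDH1 knockdown line; potency means the concentration at half of the fitted maximal effect; 0% = DMSO-treated cells and -100% = media-only wells without cells; nearly all actives have a fitted effect of over 55% in size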
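HT-1080-NT; 750 cells/well; 5% FBS RPMI; 48 h compound, 37 degrees C; CellTiter-Glo luminescence; curve fitting and curve-class assignment.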
MCF10A rereplic: inducers of DNA re-replication in MCF 10A breast cells; AID 624296; 2.9% of 350,000 active; Potency, µM (series often up to 46.1 µM), for inactives: at the top dose activity, positive = re-replication, hits mostly activators; MCF 10A DNA re-replication, Hoechst nuclear intensity, 48 h; further: potency means the concentration at half of the fitted maximal effect; % of control where 0% means no effect; nearly all actives have a fitted effect of over 50% in size
The depositor's hits bear a star; ? = inconclusive; . = not tested or not shown; [ ] = another dose, or the depositor's remark. Unless noted, the call rests on the fitted dose curve; in most records, active means well fitted curve in the direction sought with a large enough effect; inconclusive means small, poorly fitted or top-dose-only effect, or another doubt; inactive means no such curve, though single readings can be large; an effect the other way counts as inactive or inconclusive.

The first 2 entries, to show the layout:
SMILES	KB-V1 cytotox	KB-3-1 tox	IL1B secr inh	HT1080 IDH1KD tx	SW480 rerep	ATXN2 expr inh	WRN inhibitor	HT1080-NT tox	MCF10A rereplic
COc1cccc(Nc2ncc(C(=O)O)c3ccccc23)c1	0%	2%	7	12%	-8%	-10%	-6%	15%	0%
Cc1ccccc1NC(=O)c1cc2c(C)nc3ccccc3c2o1	-29%	19%	-17	11%	9%	6%[11.3 µM]	-15%[57.1 µM]	11%	-1%

Main list (from the top)
SMILES	KB-V1 cytotox	KB-3-1 tox	IL1B secr inh	HT1080 IDH1KD tx	SW480 rerep	ATXN2 expr inh	WRN inhibitor	HT1080-NT tox	MCF10A rereplic
COc1cccc(Nc2ncc(C(=O)O)c3ccccc23)c1	0%	2%	7	12%	-8%	-10%	-6%	15%	0%
Cc1ccccc1NC(=O)c1cc2c(C)nc3ccccc3c2o1	-29%	19%	-17	11%	9%	6%[11.3 µM]	-15%[57.1 µM]	11%	-1%
CCS(=O)(=O)c1ccc2oc(Nc3ccc(C(C)C)cc3)nc2c1	-29%	-2%	-7	-10%	1%	3%	?	-11%	5%
CCOc1ccc(S(=O)(=O)N2CCCC(C(=O)NCc3ccncc3)C2)cc1Cl (configuration not stated)	-13%	-1%	-21	-10%	6%	-5%	-10%	-3%	10%
CCc1cc2c(C)ccc(C)c2nc1SCC(=O)Nc1cc(C)on1	-2%	-9%	10	0%	-4%	18%	0%	9%	2%
COc1cc(/C=C2\SC(=S)N(NC(=O)c3cccc(O)c3)C2=O)ccc1O	19%	20%	-8	-24%	1%	5%	32µM*	-19%	12%
COc1ccc(S(=O)(=O)n2cnc3ccccc32)cc1OC	19%	0%	12	6%	-3%	.	9%	13%	8%
Cc1ccc(-c2nnn(CC(=O)N(c3ccccc3)C(C(=O)NCC3CCCO3)c3cccs3)n2)o1 (configuration not stated)	-20%	0%	-3	-15%	-3%	-8%	5%	0%	-7%
COc1ccccc1NC(=O)C(Cc1ccc(Cl)cc1)c1nn[nH]n1 (configuration not stated)	2%	10%	39	-3%	5%	-3%	-9%	2%	-2%
NC(=O)C1CCCN(C(=O)c2ccc(NC(=O)c3cccs3)cc2)C1 (configuration not stated)	-9%	-3%	-15	-3%	-2%	4%	8%	-9%	-4%
O=C(COC(=O)/C=C/c1ccc2c(c1)OCO2)Nc1ccccc1	-8%	-3%	-8	-4%	2%	0%	12%	-1%	-3%
O=C1CCCCCC[C@@H](O)[C@H](O)C[C@H](c2ccccc2)O1	?	9%	16	-2%	.	2%	5%	-7%	.
Cc1ccc(C(=O)NNC(=O)c2ccco2)cc1	-6%	0%	-9	3%	?	18%	-7%	-6%	11%
C=CCn1cccc(C(=O)Nc2ccc(OC)c(Cl)c2)c1=O	?	-2%	-29	-3%	25%	5%	2%	0%	11%
Cc1ccc2c(N)c(C(=O)N(c3ccccc3)c3ccccc3)sc2n1	?	-2%	16	-8%	?	-10%	-3%	-4%	?
COc1cccc(-n2cc(CN(C)Cc3nc(Cc4cccc(F)c4)no3)cn2)c1	0%	-1%	-25	-2%	2%	-13%	3%	-1%	24%
Cn1c(=O)cc(OCC(=O)NCc2cccs2)c2ccccc21	?	?	-2	-9%	0%	84%[activator]	2%	5%	0%
COc1ccccc1N1CCN(CC(=O)Nc2cccc(F)c2)CC1	?	-12%	18	16%[9.24 µM]	-6%	-5%	-6%	1%	-1%
COc1ccccc1NC(=O)Nc1nc(CC(=O)NCc2ccc(F)cc2)cs1	-5%	-16%	-12	-15%	?	-27%	-25%	-8%	?
COc1ccc(OCc2cc(C(=O)NCCN3CCCC(O)C3)no2)c(Cl)c1 (configuration not stated)	13%	9%	-5	-10%	-11%	3%	4%	-13%	14%

Quoted from the listing:
NC(=O)C1CCCN(C(=O)c2ccc(NC(=O)c3cccs3)cc2)C1 (configuration not stated) @ HT1080 IDH1KD tx = -3%
COc1ccc(S(=O)(=O)n2cnc3ccccc32)cc1OC @ HT1080-NT tox = 13%
COc1ccccc1NC(=O)Nc1nc(CC(=O)NCc2ccc(F)cc2)cs1 @ IL1B secr inh = -12

Remaining list, next part.
SMILES	KB-V1 cytotox	KB-3-1 tox	IL1B secr inh	HT1080 IDH1KD tx	SW480 rerep	ATXN2 expr inh	WRN inhibitor	HT1080-NT tox	MCF10A rereplic
Cc1ccc(NC(=S)NC(NC(=O)c2ccccc2)C(Cl)(Cl)Cl)c(C)c1 (configuration not stated)	16µM*	?	?	?	4%	0%	8%	?	?
Cc1ccc(NC(=O)Cn2c(C)cc(C)c(C#N)c2=O)c(Cl)c1	-5%	-4%	19	4%	9%	-10%	-7%	-13%	-22%
Cc1cc(=O)n2nc(N3CCC(C(=O)NCc4cccc(Br)c4)CC3)sc2n1	5%	11%	11	-24%	-5%	-8%	-6%	?	-1%
O=C(CCn1c(=O)oc2ccccc21)Nc1nccs1	-2%	11%	-9	11%	-3%	17%	0%	6%	2%
Cn1c(/C(C#N)=C2/CCCCCN2)nc2ccccc21	-23%	12%	0	-7%	4%	21%	-4%	-16%	5%
COc1ccc(CNC(=O)CSc2cccc3cccnc23)cc1	9%	4%	6	5%	1%	16%	10%	8%	4%
COC(=O)c1sccc1NC(=S)Nc1cc(C)ccc1OC	3%	1%	0	-3%	2%	.	0%	3%	1%
CC(C)=CCc1cc([C@@H]2CC(=O)c3ccc(O)c(CC=C(C)C)c3O2)ccc1O	7%	0%	-22	?	?	?	-3%	-1%	?
Cc1occc1C(=O)NCc1ccccc1	-13%	1%	16	9%	0%	8%	10%	14%	2%
CCOc1cc(/C=N/O)ccc1OCc1ccccc1F	0%	6%	-9	4%	0%	20%	-5%	-2%	12%
Cc1ccc(S(=O)(=O)N(C)c2ccccc2C(=O)Nc2ccc3c(c2)OCCO3)cc1	5%	16%	-16	13%	1%	1%	-5%	13%	11%
O=C(C=Cc1ccc2c(c1)OCO2)c1ccccc1	-5%	0%	-72*	16µM*	?	36%	-3%	?	18µM*
CC(C)(C)c1ccc(S(=O)(=O)NCc2ccc(C(=O)NCC3CCCO3)cc2)cc1 (configuration not stated)	?	-4%	10	-9%	1%	-2%	5%	0%	-5%
CCN1CCc2c(sc(NC(=O)c3ccc(C(=O)c4ccccc4)cc3)c2C(N)=O)C1	-3%	0%	-72*	?	3%	-37%	3%	21µM*	?
CCSc1nnc(NC(=O)Cc2ccc(OC)cc2)s1	-19%	1%	0	14%	1%[9.22 µM]	17%	1%	20%	-22%
Cc1cccc(NC(=O)Cc2nnc(NC(=O)Nc3ccccc3F)s2)c1	?	0%	4	2%	-8%	.	-3%	4%	3%
Cc1oc(-c2ccc(Cl)cc2)nc1CS(=O)CC(=O)NCc1ccco1 (configuration not stated)	-9%	15%	-2	5%	-3%	-16%	2%	5%	-7%
O=C(CSc1nnc(COc2ccccc2)o1)NC1CC2CCC1C2 (configuration not stated)	-2%	13%	-22	0%	-7%	1%	-28%	5%	-4%
Cc1[nH]c(=O)[nH]c(=O)c1S(=O)(=O)N1CCN(c2ccccc2)CC1	?	1%	6	2%	1%	1%	5%	15%	12%
COc1ccc(OCc2cc(C(=O)NC3Cc4ccccc4C3)no2)c(Cl)c1	?	4.6µM*	13	?	?	4%	-1%	?	?
Cc1cc(C)cc(N=c2c([N+](=O)[O-])nn(-c3ccc4c(c3)OCCO4)n2O)c1	?	?	-19	-28%	-19%	-14%	-13%	-6%	5%
Cc1cc(OC(C)C(=O)NCc2ccccn2)c2c(C)c(C)c(=O)oc2c1 (configuration not stated)	-11%	22%	55	3%	-16%	4%	-1%	23%	?
Cc1cc([N+](=O)[O-])nn1CC(=O)Nc1ccc(F)cc1	-10%	25%	-4	0%	-4%	6%	6%	20%	0%
COc1ccc(-n2nnnc2SCC(=O)Nc2ccccc2)cc1	0%	-4%	0	-23%	7%	-36%	-4%	-9%	0%
COc1ccc(-n2nnnc2SCC(=O)N2CCN(C(=O)c3ccco3)CC2)cc1OC	-9%	?	-15	5%	-17%	-3%	-1%	3%	3%
COC(CNC(=O)CN1C(=O)COc2ccc(S(=O)(=O)N3CCOCC3)cc21)OC	0%	0%	-1	12%	3%	2%	11%	1%	0%
Cc1cc(C2=NNC(=Nc3ccc(S(=O)(=O)N4CCOCC4)cc3)SC2)c(C)n1C	9%	?	-5	1%	-59%[inhibitor]	3%	-4%	1%	1%
Cc1nc(Nc2ncc3c(n2)CC(C)(C)CC3=O)nc2ccccc12	-19%	12%	-7	3%	-3%	4%	5%	5%	0%
CCCC(NS(=O)(=O)c1ccc(C)cc1)C(=O)O (configuration not stated)	11%	-2%	49	8%	0%	6%	0%	9%	0%
O=C(CSc1nc2ccccc2o1)Nc1nc(-c2ccccc2)c(-c2ccccc2)s1	?	?	0	-2%	-57%[inhibitor]	0%	-15%	4%	12%
CN(C)c1ccc(CNC2C3CC4CC(C3)CC2C4)cc1 (configuration not stated)	?	-29%	-29	-1%	-2%	-10%	9%	0%	4%
CCOC(=O)CNc1c(-c2ccccc2)nc2ccc(Cl)cn12	-3%	-8%	35	-15%	3%	4%	-5%	-12%	0%
CN1CCN(c2ccc(NC(=O)c3cccs3)cc2)CC1	-6%	-1%	-12	-1%	?	-27%	2%	0%	-29%
CCOc1ccc(CN(C(=O)c2ccccn2)c2ccc(OC)c(Cl)c2)cc1	?	?	11	?	?	5%	1%	?	23µM*
O=C(NCc1ccc2c(c1)OCO2)Oc1ccccc1	2%	7%	6	-6%	?	6%	-4%	-9%	0%
COc1ccc(C(=O)NC2CCCc3c2cnn3-c2ccccc2F)o1 (configuration not stated)	-28%	-28%	10	-4%	-7%	.	1%	?	?
CN(C=C1C(=O)CC(C)(C)CC1=O)CCN1CCNCC1	24%	22%	52	6%	-4%[9.22 µM]	0%	1%	4%	-5%
Cc1ccc(CNC(=O)C2CCC(=O)N(CCc3ccccn3)C2)s1 (configuration not stated)	7%	1%	3	12%	-1%	0%	-1%	8%	0%
